STK33 inh – blocks human STK33 kinase activity. purified STK33, MBP phosphorylation, ADP-Glo luminescence. inhibition, % at 10 µM. 320,000 tested, 0.073% active;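 active = inhibition at or above 25%, using the most active replicate where run in duplicate; inactive = inhibition below 25%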
Target sequence (Q9BYT3 whole entry, looked up): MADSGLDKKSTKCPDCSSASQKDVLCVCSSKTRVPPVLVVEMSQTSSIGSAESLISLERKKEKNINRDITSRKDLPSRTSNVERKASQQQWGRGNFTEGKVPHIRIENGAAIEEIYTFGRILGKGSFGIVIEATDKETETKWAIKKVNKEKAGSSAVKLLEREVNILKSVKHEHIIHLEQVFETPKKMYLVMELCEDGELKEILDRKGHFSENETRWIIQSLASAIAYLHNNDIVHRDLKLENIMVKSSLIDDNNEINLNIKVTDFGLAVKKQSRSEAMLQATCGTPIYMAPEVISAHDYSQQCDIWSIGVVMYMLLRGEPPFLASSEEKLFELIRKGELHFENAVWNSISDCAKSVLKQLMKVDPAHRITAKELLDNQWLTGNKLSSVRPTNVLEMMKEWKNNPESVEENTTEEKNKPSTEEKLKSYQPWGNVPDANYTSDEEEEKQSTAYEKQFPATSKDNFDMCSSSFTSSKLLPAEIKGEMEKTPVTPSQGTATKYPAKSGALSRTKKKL
Kir21 inh – blocks the mouse Kir2.1 inward-rectifier potassium channel; B-score at 10 µM; P35561; 310,000 tested, 0.85% active; HEK293-Kir2.1, FluxOR thallium flux fluorescence; stronger effect = lower value; AID 1672;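 active = fluorescence ratio B-score at or below minus 3 SD of library scores, with starting-brightness B-score within 2 SD, cut at about -4.2 in these data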;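 note: channel flux triggered by added potassium and thallium sulfate stimulus; B-score of peak minus minimum fluorescence over baseline after thallium stimulus; more negative B-score means stronger Kir2.1 block with less thallium influx; some compounds called inactive have numbers as strong as hits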
Target sequence (P35561 whole entry, looked up): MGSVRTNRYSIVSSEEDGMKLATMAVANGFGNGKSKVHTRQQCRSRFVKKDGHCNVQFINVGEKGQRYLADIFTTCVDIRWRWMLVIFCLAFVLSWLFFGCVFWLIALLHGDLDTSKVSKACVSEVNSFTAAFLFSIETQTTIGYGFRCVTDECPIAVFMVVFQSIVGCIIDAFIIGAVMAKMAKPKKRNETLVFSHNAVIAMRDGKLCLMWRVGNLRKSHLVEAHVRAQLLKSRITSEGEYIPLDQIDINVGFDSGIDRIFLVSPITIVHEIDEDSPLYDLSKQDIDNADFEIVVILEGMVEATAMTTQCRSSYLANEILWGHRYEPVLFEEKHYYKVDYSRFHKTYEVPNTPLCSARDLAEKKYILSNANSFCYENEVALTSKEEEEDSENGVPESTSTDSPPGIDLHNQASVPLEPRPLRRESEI
KCNQ2 inh – KCNQ2 potassium channel inhibitors, primary screen, cell-based, CHO-K1, FluxOR thallium flux, B-score (AID 2156); 20 min; stronger effect = lower value; O88943; B-score at 10 µM; 310,000 tested, 1.1% active;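 active = fluorescence ratio B-score at most minus 3 library SDs, with starting brightness B-score within 2 library SDs, cut at about -5.5 in these data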
Numbers without * were called inactive; i = inactive; x = not tested or not shown.

SMILES	STK33 inh	Kir21 inh	KCNQ2 inh
CCn1c(=O)n(CC(=O)NCC2CCCO2)c(=O)c2c3c(sc21)COC(C)(C)C3 (stereo not given)	-0.5	0.49	i
COc1cccc(NC(=O)c2cncs2)c1	-1.1	1.8	i
CCc1ccc2nc3sc(C(=O)N4CCc5ccccc54)c(N)c3cc2c1	-1.3	-0.28	i
COC(=O)c1c(NC(=O)C2CC=CCC2C(=O)O)sc(C(N)=O)c1C (stereo not given)	-3.7	-0.58	i
Cc1nn(C(C)CC(=O)O)c(C)c1C (stereo not given)	-2.5	0.1	i
CCOC(=O)c1c(C)[nH]c(C)c1C(=O)COC(=O)CCOc1ccccc1OC	-0.2	-2.1	i
Cn1c(NC(=O)CCc2ccccc2)cc(=O)n(C)c1=O	-0.9	-0.2	i
COc1cc(/C=N/NC(=O)c2cc(-c3ccccc3OC(C)C)nc3ccccc23)ccc1O	-2.1	-2.1	i
CCOc1ncccc1C(=O)OCC(=O)Nc1c(C)cccc1C	-1.2	2.6	i
CCn1nc(C)c(NC(=O)/C=C/c2cnn(C)c2C)c1C	-2.2	-0.52	i
CC(=O)Nc1ccc(NC(=O)C2c3ccccc3Oc3ccccc32)cc1	-0.7	1.7	i
CC(C)CCNc1nc2c(c(=O)[nH]c(=O)n2C)n1CC(O)COC(C)C (stereo not given)	-0.9	-0.55	i
COc1ccc(CCNC(=O)C(=O)NCC2OCCN2S(=O)(=O)c2ccc(F)cc2)cc1OC (stereo not given)	-1.0	-1.5	i
C=CCNc1nnc(Cl)c2ccccc12	0.2	0.02	i
CCCN(CC(=O)Nc1ccccc1C)C(=O)COc1ccc2c(c1)CCC2	-1.3	2	i
Cc1[nH]c2ccccc2c1/C=N/Nc1nc(Nc2ccc(F)cc2)nc(N2CCOCC2)n1	0.6	1.4	i
COC(=O)c1sc2ccccc2c1C(=O)OC	x	0.72	i
Cc1cc(C)n2c(SCC(=O)NCc3ccco3)nnc2n1	-14	-0.44	i
CC(NC(=O)COc1ccccc1)C(c1ccccc1)N1CCN(C)CC1 (stereo not given)	-1.9	-0.37	i
CN(Cc1ccc(C(F)(F)F)cc1)C(=O)c1ccc(Oc2ccccc2)cc1	-0.7	0.04	i
CCn1c(NCc2c[nH]c3ccccc23)nc2ccccc21	-2.2	-3.3	-6.5*
COc1ccc(-c2nc(CCNC(=O)c3ccc(Br)o3)cs2)cc1	4.1	2	i
COc1ccc(C2=NN(C(=O)CN3CCCC3)C(c3ccc(OC)cc3)C2)cc1 (stereo not given)	-0.6	-0.89	i
O=C(NC(=S)Nc1ccc(Oc2ccc(Cl)cc2)cc1)c1ccccc1	-0.3	-0.11	i
CN(Cc1ccco1)S(=O)(=O)c1cc(F)ccc1CN1C(=O)c2cccnc2C1=O	-1.2	1.7	i
Cc1ccc(Oc2ccccc2/C=C/C(=O)O)cc1	-1.0	0.38	i
Cc1ccc(-c2nc(C3CCN(S(=O)(=O)c4ccc(C(C)(C)C)cc4)CC3)no2)cc1	0.0	0.54	i
N#C/C(=C\c1cccnc1)c1nc2ccccc2[nH]1	-0.9	1.7	i
CCN(CC)CCn1c(=S)[nH]c2cc(Cl)ccc2c1=O	-1.1	-0.27	i
CCOC(=O)CSc1nc2cc(C(=O)N3CCC(C(N)=O)CC3)ccc2c(=O)n1C1CCCCC1	0.2	-0.37	i
O=C(O)/C=C\C(=O)Nc1cc(O)ccc1[N+](=O)[O-]	-3.3	1.5	i
O=C(Nc1cccc(S(=O)(=O)N2CCCCCC2)c1)C1CCC1	-2.3	-1.9	i
CCNC(=S)N1CCC(c2nc3ccccc3s2)CC1	-0.4	-0.09	i
CN(C)c1ccc(C(c2ccc(N(C)C)cc2)c2ccc([N+](=O)[O-])cc2)cc1	-1.7	0.07	-6.6*
O=Cc1c(N2CCC3(CC2)OCCO3)nc2ccccn2c1=O	-1.6	-1.2	i
COc1cc(/C=N/NC(=O)c2ccccc2)ccc1O	1.3	0.67	i
CC(=O)N=c1c(C#N)cc2c(=O)n3cccc(C)c3nc2n1CCCOC(C)C	0.0	0.88	i
CC(=O)c1cccc(NC(=O)c2ccc(OC3CSC3)cc2)c1	-1.1	1.2	i
COc1ccccc1N=NC1C(=O)N(C(N)=S)N=C1C (stereo not given)	1.2	-1.2	i
O=c1[nH]c(-[n+]2ccccc2)c(/C=N/NC([S-])=Nc2ccccc2)s1	0.5	-1.8	i
CCOc1ccc(N=C(C)C2=C(O)c3ccccc3C2=O)cc1	-3.4	-0.58	i
COc1ccc(CNC(=O)C2CCCN(S(=O)(=O)c3ccc4c(c3)CCCN4C(C)=O)C2)cc1 (stereo not given)	0.1	-0.95	i
O=C(Nc1nc(-c2cc(Cl)sc2Cl)cs1)c1ccc(Br)s1	-0.7	-0.02	i
OC(COCCC12CC3CC(CC(C3)C1)C2)CN1CCCC1 (stereo not given)	-1.1	1.3	i
CC(=O)c1ccc(N(C(=O)CNC(=O)c2ccco2)C(C(=O)NC2CCCC2)c2ccncc2)cc1 (stereo not given)	-0.6	1.9	i
Cc1ccc(NC(=O)COc2ccc(-n3ccnc3)cc2)cc1Cl	1.1	1	i
COc1ccc(CC2NCCC3(O)CCCCC23)cc1 (stereo not given)	-3.0	-0.82	i
Cc1ccc(C(=O)c2oc3ccccc3c2NC(=O)c2cc(-c3cc(C)ccc3O)n[nH]2)cc1	-2.0	0.02	i
O=C(CCc1nc2sc3c(c2c(=O)[nH]1)CCCC3)NCCc1ccccc1	-1.6	0.73	i
CCOc1ccc(Br)cc1S(=O)(=O)Nc1ccccc1N1CCOCC1	0.2	-0.26	i
Cc1cccc(C)c1NC(=O)CNC(=O)C(NC(=O)c1ccc(C(C)(C)C)cc1)C(C)C (stereo not given)	1.0	-0.31	i
CC(C)(C)c1cc(P(=O)(c2ccccc2)c2ccccc2)ccc1O	-1.1	-0.5	i
COc1ccc(OC)c(NC(=O)CSc2nc3ccccc3c3nc4ccccc4n23)c1	x	-1.1	i
CCc1cc(=O)oc2cc(OCC(=O)NCC3CCC(C(=O)O)CC3)ccc12 (stereo not given)	-0.7	0.05	i
COCCNC(=O)C(OC(=O)CC1Sc2ccccc2NC1=O)c1ccccc1 (stereo not given)	1.4	-2.5	i
CC(=O)c1cccc(NC(=O)C23CC4CC(C2)CC(n2cncn2)(C4)C3)c1	0.0	1.5	i
CCCc1ccc(NS(=O)(=O)c2c(C)oc(C)c2C(=O)OC)cc1	0.5	-1.1	i
COc1ccc(Br)cc1/C=N/n1c(COc2ccccc2)n[nH]c1=S	-0.4	-1.2	i
CCOc1cc(C(=O)Nc2cc(=O)n(C)c(=O)n2C)cc(OCC)c1OCC	0.2	0.15	i
COc1ccccc1CNCC(O)Cn1c2ccccc2c2ccccc21 (stereo not given)	-1.2	-13*	i

Two entries drawn at random from those above:
SMILES	STK33 inh	Kir21 inh	KCNQ2 inh
COc1ccc(CNC(=O)C2CCCN(S(=O)(=O)c3ccc4c(c3)CCCN4C(C)=O)C2)cc1 (stereo not given)	0.1	-0.95	i
Cc1nn(C(C)CC(=O)O)c(C)c1C (stereo not given)	-2.5	0.1	i

(next part)
SMILES	STK33 inh	Kir21 inh	KCNQ2 inh
O=C(Nc1ccc(S(=O)(=O)Nc2cnc3ccccc3n2)cc1)c1ccc([N+](=O)[O-])cc1Cl	-1.2	0.7	i
COc1ccc(OC)c(S(=O)(=O)Nc2ccccc2F)c1	-0.8	1.6	i
CCC(c1c(C)[nH]oc1=O)c1c(C)[nH]oc1=O	-0.5	0.46	i
CCC(Sc1ccc2nnc(-c3ccc(OC)c(OC)c3)n2n1)C(=O)O (stereo not given)	38*	-0.09	i
CC1CC(NS(=O)(=O)c2cccs2)CC(C)(C)C1 (stereo not given)	0.3	-1.2	i
O=C(CNC(=O)c1ccc(Br)cc1)NCc1cccnc1	-0.4	-1.1	i
CN1CCN(c2nc3c(c(=O)n(C)c(=O)n3C)n2Cc2cccc(Br)c2)CC1	0.0	0.73	i
Cc1cccc(CNc2ncc(-c3cccc([N+](=O)[O-])c3)n2C)c1	-0.3	-0.9	i
COC(=O)c1cc(NC(=O)CN2CCN(C(C)=O)CC2)cc(C(=O)OC)c1	-0.8	-1.1	i
COc1ccc(Cl)cc1C(=O)OCC(=O)N(CC(C)C)c1c(N)n(Cc2ccccc2)c(=O)[nH]c1=O	-1.0	1.2	i
CCNC(=O)NC1(C(=O)N2CCC(Cc3ccccc3)CC2)CCCCC1	-0.7	-0.24	i
CC1(C)[C@@H](O)CC[C@]2(C)C3C(O)C=C4[C@H]5C[C@@](C)(CO)CC[C@]5(C)CC[C@]4(C)[C@]3(C)CC[C@@H]12 (stereo not given in full)	-0.4	0.42	i
Cc1ccc(OCCC(=O)OCC(=O)Nc2ccccc2)cc1	-1.1	-1	i
COc1ccc(S(=O)(=O)N2CCSC2c2ccccc2)cc1 (stereo not given)	0.6	-3.1	i
Cc1cnccc1CN(C)Cc1cn(C)nc1-c1ccc(Oc2ccccc2)cc1	0.9	-2.3	i
CCOc1cccnc1Sc1ccccc1	-1.9	0.1	i
COc1ccc(Cl)cc1C(=O)NCc1cnn(C)c1C	-0.9	0.35	i
O=C(COC(=O)c1c2c(nc3ccccc13)/C(=C\c1cccs1)CCC2)Nc1ccccc1Cl	-0.9	3.6	i
Cc1ccc(-c2nnn(CC(=O)N(CC(=O)NC3CCCCC3)c3ccc(F)c(Cl)c3)n2)o1	0.6	0.11	i
COC(=O)c1oc2c(c1C)C(=O)CC(C)(C)C2	1.5	-0.48	i
Cc1nnc(SCc2ccc(F)cc2)n1NC/C=C/c1ccccc1	0.0	-5.1*	i
COc1cccc(-c2nc(CS(=O)(=O)CC(=O)NCCCN3CCN(C)CC3)c(C)o2)c1	0.1	0	i
COC(=O)CSc1nc(-c2cccs2)ccc1C#N	0.1	-1.1	i
CCOC(=O)COc1ccc2c(c1)C(=O)CC1(CCCCC1)O2	-0.1	0.2	i
COc1ccc(C2NC(=O)NC(C)=C2C(=O)OC2CCCCC2)cc1OC (stereo not given)	-0.9	0.04	i
COc1ccc(-n2c(C)n[nH]c2=O)cc1	-0.6	-0.23	i
COc1ccc2nc(SCC(=O)Nc3nonc3C)[nH]c2c1	-1.3	0.72	i
C=CCN1C=CC=C/C1=C1\SC(=S)N(C)C1=O	1.6	0	i
Oc1ccccc1N1CCN(CC(O)COC2CCCc3ccccc32)CC1 (stereo not given)	-2.3	0.12	i
Cc1ccccc1NC(=O)CCS(=O)(=O)c1ccc(Br)s1	-1.9	-1.9	i

13 successive records already listed, for reference:
SMILES	STK33 inh	Kir21 inh	KCNQ2 inh
Cc1cnccc1CN(C)Cc1cn(C)nc1-c1ccc(Oc2ccccc2)cc1	0.9	-2.3	i
CCOc1cccnc1Sc1ccccc1	-1.9	0.1	i
COc1ccc(Cl)cc1C(=O)NCc1cnn(C)c1C	-0.9	0.35	i
O=C(COC(=O)c1c2c(nc3ccccc13)/C(=C\c1cccs1)CCC2)Nc1ccccc1Cl	-0.9	3.6	i
Cc1ccc(-c2nnn(CC(=O)N(CC(=O)NC3CCCCC3)c3ccc(F)c(Cl)c3)n2)o1	0.6	0.11	i
COC(=O)c1oc2c(c1C)C(=O)CC(C)(C)C2	1.5	-0.48	i
Cc1nnc(SCc2ccc(F)cc2)n1NC/C=C/c1ccccc1	0.0	-5.1*	i
COc1cccc(-c2nc(CS(=O)(=O)CC(=O)NCCCN3CCN(C)CC3)c(C)o2)c1	0.1	0	i
COC(=O)CSc1nc(-c2cccs2)ccc1C#N	0.1	-1.1	i
CCOC(=O)COc1ccc2c(c1)C(=O)CC1(CCCCC1)O2	-0.1	0.2	i
COc1ccc(C2NC(=O)NC(C)=C2C(=O)OC2CCCCC2)cc1OC (stereo not given)	-0.9	0.04	i
COc1ccc(-n2c(C)n[nH]c2=O)cc1	-0.6	-0.23	i
COc1ccc2nc(SCC(=O)Nc3nonc3C)[nH]c2c1	-1.3	0.72	i

Other results:
SMILES	STK33 inh	Kir21 inh	KCNQ2 inh
COC(=O)c1cc2ccccc2n1S(=O)(=O)c1ccccc1	-2.3	-0.07	i
COc1cccc(C(C(=O)NC2CCCC2)N(CCC(C)C)C(=O)CCC(=O)Nc2cc(C)on2)c1 (stereo not given)	-0.9	0.52	i
CCC(=O)OCn1nnc2ccccc2c1=O	-0.5	-0.45	i
COc1ccc(Nc2ccc(C(N)=O)cc2[N+](=O)[O-])cc1	-0.2	0.44	i
O=C(NCC(F)(F)F)Nc1ccccn1	0.3	1.3	i
Cn1c(SCc2ccccc2)nnc1-c1ccc(O)cc1	2.3	-1.1	i
C#CCOCCOCCOCCNc1nc(N2CCN(C(=O)[C@H](CCCCN)n3cc([C@@H](N)CO)nn3)CC2)nc(N2CCN(C(=O)[C@H](Cc3ccc(O)cc3)n3cc([C@@H](N)CC(C)C)nn3)CC2)n1	0.3	-0.64	i
CCOc1cccc(C(=O)NC(=S)Nc2ccc(N3CCN(CC)CC3)cc2)c1	-0.5	1.1	i
CCN(CC(=O)NC1CCCCCC1)S(=O)(=O)c1ccccc1	0.5	-1.9	i
Cc1c(NC(=O)C23CC4CC(CC(C4)C2)C3)c(=O)n(-c2ccccc2)n1C	-0.9	0.7	i
CSCCC(NC(=O)c1c(C)oc2c1CCCC2)C(=O)O (stereo not given)	0.2	-0.91	i
C=C(C)C1Cc2c(C)nn(-c3ccccc3)c2C1 (stereo not given)	0.4	0.29	i
COc1ccc(CCC(=O)NNC(=S)NCc2ccc(F)cc2)cc1	-1.1	0.46	i
COc1ccc(C(C)=O)cc1CSc1nnc(-c2ccncc2)o1	0.5	-0.22	i
O=C(CCc1nnc(CCCCc2ccccc2)o1)N1CCCC(O)C1 (stereo not given)	-1.0	0.95	i
COC(=O)C1ON2OC(C(=O)OC)C(C(=O)OC)C2C1CC(C)=O (stereo not given)	-1.3	-0.05	i
CCCNc1c(N)c(=O)c1=O	-0.1	-0.95	i

Screens (PubChem BioAssay)
